# PhoP inhibition = PhoP-dependent GFP reporter repression – Salmonella Typhimurium, primary screen (AID 1863). S. Typhimurium PhoP-regulated promoter GFP reporter, 4 h; higher % means a stronger effect. inhibition, % at 50 µM, or IC50 in µM where a hit was titrated. 300,000 compounds, 0.16% hits;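 active means inhibition over 29.93%, a cutoff 3 SD above the screen mean, later confirmed by dose response; inconclusive means inhibition over 29.93% but no dose response follow-up; inactive means inhibition at most 29.93% or unconfirmed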;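 further: 0% = low Mg2+ inducing control and 100% = high Mg2+ repressing control; strong numbers were not always called active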
# Rac1 GTP hydrolysis = MgcRacGAP GTPase-activating activity inhibitors, confirmation, biochemical, ADP Hunter fluorescence; MgcRacGAP-stimulated Rac1 GTP hydrolysis, ADP Hunter fluorescence; higher % means a stronger effect; GST-tagged Rac1 F28L mutant substrate; one-dose inhibition, % at 30 µM; IC50 in µM for titrated hits; 340,000 compounds, 0.6% hits; AID 624330;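 active means first-screen hits whose inhibition reached a set limit at any dose in the follow-up dose series; inconclusive means inhibition above the set first-screen limit but never retested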;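 further: fluorescence reports GDP produced by GAP-driven GTP hydrolysis; strong numbers were not always called active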
# Large T inhibition = TAg ATPase/helicase activity blockers – biochemical (AID 1903); 310,000 compounds, 0.39% hits; inhibition, % at 20 µM, or IC50 in µM where a hit was titrated; SV40 large T antigen ATPase/helicase inhibition assay; higher % means a stronger effect; in the data active means a potency from the dose series; inconclusive means inhibition mostly from about 32% at the one dose, without a potency; inactive means the rest, 99 in 100 with inhibition below about 32%; further: strong numbers were not always called active
# HIV fusion peptide = inhibitors of HIV fusion peptide binding, primary screen, biochemical, uHTS, fluorescence dequenching (AID 1986); cell-free peptide binding, fluorescence dequenching, 30 min; higher % means a stronger effect; inhibition, % at 20 µM, or IC50 in µM where a hit was titrated; 290,000 compounds, 0.3% hits; in the data active means inhibition mostly above about 52%, no sharp cut-off; inactive means mostly below about 76%; further: some results filed as inactive read as strong as hits
# RSV CPE inhibition = inhibition of RSV-induced cytopathic effect – HEp-2 cells, primary 10 µM value included (AID 2391); HEp-2 cells, RSV-induced CPE inhibition; higher % means a stronger effect; one-dose CPE inhibition, % at 10 µM; IC50 in µM for titrated hits; 310,000 compounds, 0.13% hits; in the data active means a potency from the dose series; inconclusive means CPE inhibition mostly from about 23% at the one dose, without a potency; inactive means the rest, 99 in 100 with CPE inhibition below about 21%; further: strong numbers were not always called active
# Dengue-2 NS5 capping = Dengue-2 NS5 methyltransferase inhibitors, primary screen, biochemical, confirmation dose response (AID 588689). Dengue-2 NS5 methyltransferase capping enzyme assay, biochemical; higher % means a stronger effect. one-dose inhibition, % at 25 µM; IC50 in µM for titrated hits. 340,000 compounds, 0.3% hits; in the data active means a potency from the dose series; inconclusive means inhibition above about 29% without an active follow-up result
# GPR35 arrestin U2OS = inhibition of zaprinast-stimulated GPR35 beta-arrestin translocation – imaging, U2OS, beta-arrestin-GFP, zaprinast agonist, primary screen (AID 2058) | U2OS GPR35 beta-arrestin-GFP translocation imaging, zaprinast antagonism; higher % means a stronger effect | inhibition, % at 10 µM, or IC50 in µM where a hit was titrated | 290,000 compounds, 0.052% hits;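 active means inhibition of at least 50% with at least 30 cells and total cytoplasm GFP at most 10,000,000; inconclusive means under 30 cells or total GFP of 10,000,000 plus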
# K1F lysis inhibition = protection from phage-mediated lysis, alamar blue read-out – E. coli UTI89, K1F phage, bacterial capsule biogenesis inhibitors (AID 488966); E. coli UTI89 K1F phage lysis, alamar blue, 2 h; higher % means a stronger effect; one-dose inhibition, % at 100 µM; IC50 in µM for titrated hits; 340,000 compounds, 0.02% hits;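 active means phage lysis inhibition, versus mean bacterial control, above a set limit; inconclusive means no clear call, values can overlap the other calls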;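 further: capsule biogenesis inhibitors block K1F phage lysis so surviving cells raise fluorescence; higher fluorescence means more inhibition of phage lysis; actives were called in the ten point dose series up to 300 µM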
# GPR55 antagonists = inhibition of LPI-stimulated GPR55 beta-arrestin translocation – imaging, U2OS, beta-arrestin-GFP, LPI agonist, primary screen (AID 2013). one-dose inhibition, % at 10 µM; IC50 in µM for titrated hits. U2OS GPR55 beta-arrestin-GFP translocation imaging, LPI antagonism; higher % means a stronger effect. 290,000 compounds, 0.13% hits;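 active means spots per cell inhibited over 60%, with over 100 cells counted and total cytoplasm intensity under 500,000; inconclusive means wells with under 100 cells, flagged as likely toxic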;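 further: U2OS cells stably carrying GPR55 and arrestin-GFP stimulated by 5 µM LPI near EC80; imaged beta-arrestin-GFP aggregate spots per cell after agonist stimulation; plate controls were LPI-stimulated DMSO wells for no effect and DMSO wells without LPI for full effect; some results filed as inactive read as strong as hits; confirmed hits need IC50 under 10 µM and bright autofluorescent wells are also inconclusive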
# Dengue-2 NS5 capping pilot replicate = recorded beside Dengue-2 NS5 capping, whose call it bears; inhibition, %; measured here: pilot screen replicate inhibition
# * = called active by the depositor; ? = inconclusive; · = not tested or not shown; [ ] = another dose, or the depositor's remark.
SMILES,PhoP inhibition,Rac1 GTP hydrolysis,Large T inhibition,HIV fusion peptide,RSV CPE inhibition,Dengue-2 NS5 capping,GPR35 arrestin U2OS,K1F lysis inhibition,GPR55 antagonists,others
CN1C2C=C(N(CCc3c[nH]c4ccccc34)C(=O)c3ccc(Cl)cc3)CC1CC2 (configuration not stated),-8%,6%,0%,0.0%,12%,-6%,11%,-0.1%,27%,
Cc1noc(C)c1COC(=O)c1cc(=O)[nH]c2ccccc12,1%,8%,15%,-2.9%,2.7%,8%,11%,0.5%,-2%,
Cc1cccn2c(=O)c(C=Nc3ccccc3)c(NCCO)nc12,6%,7%,8%,0.3%,0.5%,-3%,2%,2.0%,-3%,
CC(C)(C)NC(=O)C(c1ccco1)N(Cc1ccc2c(c1)OCO2)C(=O)c1snc(C(N)=O)c1N (configuration not stated),14%,4%,8%,4.8%,3.0%,-3%,9%,-0.2%,3%,
COC(=O)c1cc(OC)c(OC)cc1NCC(=O)Nc1ccc(C)cc1,-2%,6%,8%,1.3%,1.0%,1%,-12%,-0.2%,9%,
Cc1nn(Cc2c(Cl)cccc2Cl)c(C)c1NC(=O)c1cc(C(C)C)on1,-7%,11%,7%,-2.6%,11µM*,1%,3%,1.8%,2%,
O=C(/C=C/c1ccc2c(c1)OCO2)N1CCN(c2n[nH]c(=O)[nH]c2=O)CC1,-10%,18%,17%,-0.4%,1.1%,6%,4%,0.0%,0%,
CC(C)(C)NC(=O)C(c1ccccn1)N(C(=O)C1CSC(=O)C1)c1ccc(F)cc1 (configuration not stated),-3%,5%,16%,4.4%,1.4%,-2%,-6%,0.6%,10%,
O=C(NCc1ccccc1Cl)C1CCCN1C(=O)Nc1ccccc1 (configuration not stated),8%,1%,1%,0.4%,-0.2%,-6%,-9%,0.3%,1%,
CC(C)OCCCNC(=O)C1CCC(CNS(=O)(=O)c2ccc(Cl)cc2)CC1 (configuration not stated),-2%,4%,4%,2.0%,0.3%,-9%,-4%,0.4%[50 µM],-1%,
O=C(CSc1ncn(-c2ccccc2)n1)N1CCc2ccccc21,-7%,8%,10%,-0.4%,0.7%,-3%,10%,2.5%,-1%,
Cc1ccc(-c2nnc(SCCC(=O)N3CCOCC3)o2)cc1,-1%,1%,-2%,-0.2%,-0.4%,0%,0%,0.2%,8%,
COc1ccccc1C(=O)C1CCCN(C(=O)CCC(=O)c2ccccc2)C1 (configuration not stated),-8%,0%,9%,-1.1%,3.2%,1%,-14%,0.3%,-3%,
Cc1cccn2c(CNCC(C)Oc3cccnc3)c(C(=O)N3CCOCC3)nc12 (configuration not stated),-3%,11%,14%,-1.4%,0.7%,0%,2%,-0.2%,-8%,
CCN1C(=O)CC(NNC(=O)c2ccc(Cl)cc2)C1=O (configuration not stated),-8%,6%,3%,-2.9%,-0.6%,0%,6%,0.2%,11%,
COc1cccc(/C=N/NC(N)=S)c1OCc1ccccc1Cl,0%,2%,23%,-2.6%,0.3%,-4%,6%,0.8%,2%,
Cc1ccc(N2CC(NS(=O)(=O)c3cc(F)ccc3F)CC2=O)cc1C (configuration not stated),-4%,4%,5%,·,0.3%,-7%,·,1.3%[50 µM],·,
Cc1cccc(N(C)c2cc(C)nc3ncnn23)c1,4%,-1%,4%,3.5%,5.7%,-4%,-6%,-2.6%,7%,
Cc1c(Br)c([N+](=O)[O-])nn1CC(=O)NCCc1ccc(Cl)cc1,-6%,8%,8%,0.8%,-1.6%,4%,-3%,1.7%[50 µM],7%,
COc1cc(OC)c(C(=O)N/N=C/c2ccoc2)cc1OC,-6%,5%,14%,0.7%,-0.3%,-1%,2%,-0.8%[50 µM],-7%,
CCc1ccc(N=C2NC(=O)/C(=C/c3cc(Br)c(OCC(=O)O)c(OC)c3)S2)cc1,5%,-10%,-3%,15µM*,-1.8%,40µM*,-14%,-1.8%,3%,
COc1cc2nc(SCC(N)=O)n(CCC3=CCCCC3)c(=O)c2cc1OC,6%,2%,-2%,-0.9%,3.6%,-8%,0%,0.3%,-6%,
CCc1noc(C)c1C(=O)NCCc1ccc(OC)c(OC)c1,-15%,19%,8%,-1.8%,-0.7%,-3%,-7%,0.5%,9%,
CCOC(=O)C1C(=O)NCC1c1ccccc1 (configuration not stated),23%,2%,8%,1.1%,0.4%,2%,-1%,1.2%,7%,

# At a glance, part of the list above:
SMILES,PhoP inhibition,Rac1 GTP hydrolysis,Large T inhibition,HIV fusion peptide,RSV CPE inhibition,Dengue-2 NS5 capping,GPR35 arrestin U2OS,K1F lysis inhibition,GPR55 antagonists,others
COc1ccccc1C(=O)C1CCCN(C(=O)CCC(=O)c2ccccc2)C1 (configuration not stated),-8%,0%,9%,-1.1%,3.2%,1%,-14%,0.3%,-3%,
Cc1cccn2c(CNCC(C)Oc3cccnc3)c(C(=O)N3CCOCC3)nc12 (configuration not stated),-3%,11%,14%,-1.4%,0.7%,0%,2%,-0.2%,-8%,
CCN1C(=O)CC(NNC(=O)c2ccc(Cl)cc2)C1=O (configuration not stated),-8%,6%,3%,-2.9%,-0.6%,0%,6%,0.2%,11%,
COc1cccc(/C=N/NC(N)=S)c1OCc1ccccc1Cl,0%,2%,23%,-2.6%,0.3%,-4%,6%,0.8%,2%,
Cc1ccc(N2CC(NS(=O)(=O)c3cc(F)ccc3F)CC2=O)cc1C (configuration not stated),-4%,4%,5%,·,0.3%,-7%,·,1.3%[50 µM],·,
Cc1cccc(N(C)c2cc(C)nc3ncnn23)c1,4%,-1%,4%,3.5%,5.7%,-4%,-6%,-2.6%,7%,
Cc1c(Br)c([N+](=O)[O-])nn1CC(=O)NCCc1ccc(Cl)cc1,-6%,8%,8%,0.8%,-1.6%,4%,-3%,1.7%[50 µM],7%,

# Remaining list, next part.
SMILES,PhoP inhibition,Rac1 GTP hydrolysis,Large T inhibition,HIV fusion peptide,RSV CPE inhibition,Dengue-2 NS5 capping,GPR35 arrestin U2OS,K1F lysis inhibition,GPR55 antagonists,others
CCCCCN=CC1=C(O)CC(c2ccccc2)CC1=O (configuration not stated),-2%,8%,8%,-0.9%,2.1%,-4%,-7%,-0.8%,2%,
O=C(N/N=C/c1ccco1)c1cc(-c2ccncc2)nc2ccccc12,·,11%,·,0.4%,·,-1%,2%,1.2%[50 µM],-5%,
Cc1c(O)ccc(C(=O)COc2ccccc2F)c1O,-2%,6%,3%,0.8%,-0.9%,-4%,7%,1.0%,-1%,Dengue-2 NS5 capping pilot replicate=-2.1
CC(=O)N1N=C(c2ccc(C)cc2)CC1c1ccc2c(c1)OCO2 (configuration not stated),-8%,6%,18%,-1.8%,7.9%,0%,-1%,0.1%,8%,
Cc1cccc(/C(N)=N/OC(=O)Cc2cccc3ccccc23)c1,-2%,6%,5%,2.5%,2.5%,4%,-16%,0.1%,6%,
CCOC(=O)c1c(NC(=O)CCC(=O)O)sc2c1CCCCC2,12%,2%,4%,1.6%,2.9%,3%,2%,-0.8%,6%,
O=C(O)/C=C/c1ccc(OCCCF)cc1,-2%,4%,14%,-1.1%,-1.9%,4%,7%,-1.0%,10%,
Cc1cccc(C)c1NC(=O)CC1SC2=NCCN2C1=O (configuration not stated),8%,4%,2%,-3.1%,0.5%,-1%,4%,1.4%,0%,
CCOc1cc(C2C3=C(CCCC3=O)Nc3ccc4ncccc4c32)ccc1O (configuration not stated),-5%,3%,11%,-2.0%,2.1%,1%,0%,-2.4%,-4%,
CCSc1nnc(NC(=O)COc2ccccc2[N+](=O)[O-])s1,-5%,-3%,2%,-0.5%,2.0%,-4%,-2%,0.8%,-10%,
N#Cc1c2n(c3c(N)ncnc13)CCCCC2,-5%,-1%,5%,0.8%,2.9%,-10%,1%,-0.3%,8%,
O=C(N/C(=C\c1ccco1)C(=O)N1CCOCC1)c1ccccc1Cl,-1%,8%,14%,2.6%,1.0%,-9%,-11%,-0.2%,2%,
Cc1cccc(-n2cc(CN3CCCN(C=O)CC3)c(-c3cccc(F)c3)n2)c1,-1%,2%,-2%,1.9%,0.7%,-5%,4%,0.2%,-7%,
O=C(c1cccc(F)c1)N1CCCC(C(=O)N2CCN(c3ccccc3)CC2)C1 (configuration not stated),-9%,4%,6%,-0.6%,·,-2%,-4%,0.7%,15%,
Cc1cc(C)nc(NC(=S)Nc2cccc(Cl)c2Cl)c1,-3%,-2%,9%,1.1%,2.2%,-2%,-6%,-0.4%,0%,
O=C(CSCc1ccc(Cl)cc1Cl)Nc1c[nH]c(=O)[nH]c1=O,-15%,4%,11%,-1.6%,2.8%,3%,4%,-0.1%,4%,
CCOc1ccccc1NS(=O)(=O)c1ccc2[nH]c(=O)ccc2c1,-2%,7%,3%,0.5%,0.7%,-7%,12%,0.4%[50 µM],2%,
CCC(CC)NC(=O)c1cc(OC)c(OC)c(OC)c1,-1%,2%,8%,0.2%,-0.3%,-4%,9%,0.7%,1%,
CCc1nnc(NCC(=O)N2CCc3ccccc32)s1,-1%,-5%,-4%,-0.3%,1.8%,8%,14%,2.5%[50 µM],2%,
COc1ccccc1N=c1oc2cc(O)ccc2cc1C(N)=O,0%,-4%,27%,2.9%,3.5%,-10%,-1%,-0.3%,9%,
Cc1ccccc1NS(=O)(=O)c1ccc2c(c1)oc(=O)n2C,2%,9%,2%,-0.2%,1.4%,-4%,15%,0.0%,-2%,
Cc1cc(CN2CCCC(CO)(Cc3cccc(Cl)c3)C2)n[nH]1 (configuration not stated),-8%,5%,0%,0.0%,1.3%,0%,20%,0.2%,0%,
CCCC[C@@H]1CNC(=O)C(=O)N1CCc1cc(C(F)(F)F)cc(C(F)(F)F)c1,3%,8%,4%,1.1%,-1.3%,0%,-3%,1.7%,-8%,
O=C(/C=C/c1cn(-c2ccccc2)nc1-c1cccc(Cl)c1)N1CCN(c2ccccn2)CC1,-4%,10%,17%,0.9%,?,1%,-24%,0.0%,5%,
CCOC(=O)N1CCN(S(=O)(=O)c2ccc(OC)c(OC)c2)CC1,0%,3%,-6%,2.8%,-0.7%,1%,-8%,0.5%,-4%,Dengue-2 NS5 capping pilot replicate=4.2
Cc1nc(SCC(=O)NC(=O)NC2CCCCC2)nc(C)c1C,-10%,6%,9%,2.4%,7.8%,7%,-7%,0.7%,-12%,

# Compound activity from PubChem BioAssay.
